uPA generation: qHTS for Inhibitors of Cell Surface uPA Generation; Potency, µM (series often up to 38.3 µM), for inactives: at the top dose activity change, negative = inhibition, actives largely listed as inhibitors; cell surface uPA generation assay, qHTS; 0.31% of 330,000 active; AID 540303, 2011; active = well fitted inhibition curve with a large enough effect; inconclusive = small, poorly fitted or top-dose-only effect; inactive = no such curve, though single readings can be large or run the other way; tested in mouse RAW 264.7 cells; note: % is set by controls: 0 for no effect and ±100 for the full control effect; nearly all actives have a fitted effect of over 55% in size
NPC1 prom act: qHTS Assay for NPC1 Promoter Activators | Huh7 NPC1 promoter luciferase reporter, 24 h | Potency, µM (titrated, usually from 9.22 µM), for inactives: top-dose activation, usual class: activators | 2.4% of 320,000 active | AID 485313, 2010;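 note: % of control where 0% means no effect; nearly all actives have a fitted effect of over 60% in size; reporter is driven by a mutant NPC1 promoter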
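Stable NPC1-promoter luciferase Huh7 line; cpd (DMSO) 24 h, 37 °C, 5% CO2; Amplite luciferase reagent 10 min RT; luminescence readout. qHTS format.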
RORg inh: qHTS for inhibitors of ROR gamma transcriptional activity; Nuclear receptor ROR-gamma (Mus musculus), P51450; Drosophila S2 Gal4-RORgamma UAS-luciferase reporter, 20 h; Potency, µM (top dose mostly 53.6 µM), inactives show at the top dose activity change, negative = inhibition, actives largely listed as inhibitors; 5.4% of 310,000 active; AID 2551, 2010; note: % is set by controls: 0 for no effect and ±100 for the full control effect; nearly all actives have a fitted effect of over 60% in size
Target sequence (P51450 whole entry, looked up, the tested form may be a part): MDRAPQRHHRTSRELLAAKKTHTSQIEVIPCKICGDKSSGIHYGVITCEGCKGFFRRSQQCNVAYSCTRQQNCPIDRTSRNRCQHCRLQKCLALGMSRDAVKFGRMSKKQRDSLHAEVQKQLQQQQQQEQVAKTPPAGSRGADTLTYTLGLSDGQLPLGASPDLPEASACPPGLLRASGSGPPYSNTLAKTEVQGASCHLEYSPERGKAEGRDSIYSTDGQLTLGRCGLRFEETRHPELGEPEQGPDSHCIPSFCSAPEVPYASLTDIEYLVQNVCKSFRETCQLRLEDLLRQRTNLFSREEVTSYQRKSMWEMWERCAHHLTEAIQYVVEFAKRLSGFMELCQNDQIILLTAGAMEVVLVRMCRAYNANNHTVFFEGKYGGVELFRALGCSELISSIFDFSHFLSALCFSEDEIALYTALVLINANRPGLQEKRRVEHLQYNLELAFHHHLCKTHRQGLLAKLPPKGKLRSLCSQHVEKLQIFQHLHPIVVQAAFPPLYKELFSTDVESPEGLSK
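Compounds are pin-transferred onto Drosophila Schneider cells expressing a copper-inducible Gal4–ROR gamma transactivation domain fusion. After 1 hr, copper sulfate is added to 700 uM final; luciferase is read 20 hr later.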
FLuc counter: qHTS profiling assay for firefly luciferase inhibitor/activator using purifed enzyme and Km concentrations of substrates (counterscreen for miR-21 project). 6.9% of 360,000 active. Luciferin 4-monooxygenase (Photinus pyralis), P08659. purified FLuc, Km substrates, luminescence inhibition. Potency, µM (series often up to 57.5 µM), for inactives: at the highest dose activity change, negative = inhibition, usual class: inhibitors. AID 588342, 2011;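 note: plate controls were vehicle for no effect and reference inhibitor for full effect; nearly all actives have a fitted effect of over 55% in size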
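Purified P. pyralis luciferase (10nM final) with 10uM D-luciferin and 10uM ATP (Km levels) in 50mM Tris acetate pH 7.5, 10mM Mg acetate, 0.01% Tween-20, 0.05% BSA; qHTS 6-point titration, ~60 µM downward; luminescence read.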
p53 reactivator: qHTS assay for re-activators of p53 using a Luc reporter; H1299 p53-A138V BP100-luciferase reporter, luminescence, 24 h; Potency, µM (highest dose often 92.2 µM), for inactives: at the top dose activity change, positive = activation, actives largely listed as activators; 0.063% of 320,000 active; note: % of control where 0% means no effect; nearly all actives have a fitted effect of over 45% in size
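H1299 (p53-null), stable ts p53-A138V + BP100-Luc; 1000 cells/well, Opti-MEM/10% FBS; cpd 4 pt, 1:5; 24 h, 37 deg C, 5% CO2; detection reagent 10 min RT; luminescence.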
MBNL1-CUG inh: qHTS Assay for Inhibitors of MBNL1-poly(CUG) RNA binding | 0.036% of 280,000 active | Muscleblind-like protein 1 (Homo sapiens), Q9NR56 | TR-FRET MBNL1-His/biotin-(CUG)12 binding, 665/545 ratio | Potency, µM (highest dose often 57.5 µM), without a hit: at the top dose activity change, negative = inhibition, most hits filed as inhibitors; active = well fitted inhibition curve with a large enough effect in the signal ratio, with a control signal flat, not every such curve was filed as active; inconclusive = small, poorly fitted or top-dose-only effect, or effect the other way, or a change in a side signal; inactive = no such curve, though single readings can be large or run the other way; the % refers to the signal ratio; note: % is set by controls: 0 for no effect and ±100 for the full control effect
Target sequence (Q9NR56 whole entry, looked up): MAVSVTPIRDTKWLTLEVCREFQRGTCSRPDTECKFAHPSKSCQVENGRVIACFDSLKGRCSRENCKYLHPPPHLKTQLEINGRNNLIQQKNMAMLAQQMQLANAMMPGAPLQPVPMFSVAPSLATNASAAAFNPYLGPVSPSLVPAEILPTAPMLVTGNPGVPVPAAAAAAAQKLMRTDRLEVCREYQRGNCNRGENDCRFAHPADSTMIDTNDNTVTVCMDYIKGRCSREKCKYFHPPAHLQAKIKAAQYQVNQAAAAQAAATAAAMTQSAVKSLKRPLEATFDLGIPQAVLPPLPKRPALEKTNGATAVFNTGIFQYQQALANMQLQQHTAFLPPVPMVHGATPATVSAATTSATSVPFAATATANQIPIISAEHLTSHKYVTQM
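Inhibition of protein-RNA binding appears as loss of TR-FRET between terbium anti-His antibody on MBNL1-His and streptavidin-XL665 on biotin-(CUG)12. Activity is normalized to buffer-only and uninhibited-complex controls.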
Rab9 prom act: qHTS Assay for Rab9 Promoter Activators. Huh7 Rab9 promoter-luciferase reporter, luminescence, 24 h. Potency, µM (doses to about 9.22 µM), inactives show top-dose activation, negative = inhibition, usual class: activators. 2.8% of 320,000 active. AID 485297, 2010; note: % of control where 0% means no effect; nearly all actives have a fitted effect of over 60% in size
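Using Huh7 cells stably transfected with Rab9 promoter–luciferase, compounds were incubated 24 h at 37 °C, 5% CO2; luciferase luminescence was read 10 min after reagent addition.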
BRCA1 expr act: qHTS Assay to Identify Small Molecule Activators of BRCA1 Expression; MCF7-BRCA1-FFLuc reporter, luminescence, 48 h; response scale: scaled: vehicle 0%, 10 µM genistein 100%; Potency, µM (titrated, usually from 46.1 µM), inactives show top-dose activation, usual class: activators; 1.1% of 380,000 active; AID 624202, 2012; note: nearly all actives have a fitted effect of over 80% in size; some results filed as inactive show a strong effect at the top dose
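First, MCF7-BRCA1-FFLuc cells (2000/well) attach for 2 h; next, compounds are pin-added and incubated 48 h at 37 °C; finally, luciferase reagent is added and luminescence read after 15 min.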
ELG1 genotoxic: qHTS screen for small molecules that induce genotoxicity in human embryonic kidney (HEK293T) cells expressing luciferase-tagged ELG1 | HEK293T ELG1-luciferase reporter, luminescence, 16 h | Potency, µM (series often up to 46 µM), inactives show at the top dose activity change, positive = activation, usual class: activators | 1.3% of 330,000 active; note: % of control where 0% means no effect; nearly all actives have a fitted effect of over 60% in size
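16 hr compound incubation (37 °C, 5% CO2) of HEK293T cells carrying luciferase-tagged ELG1; luciferase then measured by ONE-Glo luminescence after 30 min at RT.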
Gal4-VP16 FLuc: VP16 counterscreen qHTS for inhibitors of ROR gamma transcriptional activity; Potency, µM (top dose mostly 53.6 µM), for the others: top-dose activity, negative = inhibition, hits mostly inhibitors; Drosophila S2 Gal4-VP16 UAS-luciferase, luminescence, 20 h; AID 2546, 2010; 3.5% of 310,000 active;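 note: Gal4-VP16 expression switched on by copper sulfate through the metallothionein promoter; % is set by controls: 0 for no effect and ±100 for the full control effect; nearly all actives have a fitted effect of over 50% in size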
Numbers without * were called inactive. Unless noted, calls come from the whole dose curve; as a rule, active = well fitted curve in the direction sought with a large enough effect; inconclusive = small, poorly fitted or top-dose-only effect, or another doubt; inactive = no such curve, though single readings can be large; an effect the other way counts as inactive or inconclusive. Potency is the fitted concentration of half-maximal effect. Outcome played no part in choosing rows. Share with any hit: about 13%.

How did CCN1CCN(CNC(=O)c2cnccn2)CC1 do in these assays?
uPA generation: 10%; NPC1 prom act: 1%; RORg inh: 1%; FLuc counter: 0%; p53 reactivator: 1%; MBNL1-CUG inh: -8%; Rab9 prom act: -1%; BRCA1 expr act: 18%; ELG1 genotoxic: 0%; Gal4-VP16 FLuc: 1%

Results for COc1ccc(CC(=O)Nc2ccc(S(=O)(=O)N3CCN(C)CC3)cc2)cc1 ?
uPA generation: -9%; NPC1 prom act: -1%; FLuc counter: -1%; p53 reactivator: 1%; Rab9 prom act: 1%; BRCA1 expr act: 5%; ELG1 genotoxic: 1%

What do the screens show for `O=C1CCC([N+](=O)[O-])C(c2ccc(Cl)cc2Cl)N1` (stereo not given)?
uPA generation: 0%; NPC1 prom act: 4%; RORg inh: 15%; FLuc counter: 1%; p53 reactivator: -1%; MBNL1-CUG inh: -11%; Rab9 prom act: -4%; BRCA1 expr act: -2%; ELG1 genotoxic: -3%; Gal4-VP16 FLuc: -8%

What do the screens show for `COc1ccc(S(=O)(=O)N(C)CC(=O)Nc2cccc(C(C)=O)c2)cc1Cl`?
NPC1 prom act: -2%; RORg inh: 2%; FLuc counter: 4%; p53 reactivator: -8%; MBNL1-CUG inh: 3%; Rab9 prom act: 1%; BRCA1 expr act: 8%; ELG1 genotoxic: 4%; Gal4-VP16 FLuc: 10%

What do the screens show for `CC(c1ccccc1)C1CC(=O)N(Cc2ccccc2)C1=O` (stereo not given)?
uPA generation: 1%; NPC1 prom act: -1%; RORg inh: 29%; FLuc counter: 2%; p53 reactivator: -2%; MBNL1-CUG inh: -2%; Rab9 prom act: 1%; BRCA1 expr act: 0%; ELG1 genotoxic: 0%; Gal4-VP16 FLuc: 15%

Results for O=C(NCc1ccccn1)c1cn(Cc2ccccc2)nn1 ?
uPA generation: -4%; NPC1 prom act: -2%; RORg inh: 27%; FLuc counter: 1%; p53 reactivator: -8%; MBNL1-CUG inh: -3%; Rab9 prom act: 0%; BRCA1 expr act: 18%; ELG1 genotoxic: 0%; Gal4-VP16 FLuc: 1%

Results for CN(C(=O)COc1ccc(S(=O)(=O)N2CCOCC2)cc1[N+](=O)[O-])C1CCS(=O)(=O)C1 (stereo not given) ?
uPA generation: 3%; NPC1 prom act: -7%; RORg inh: 3%; FLuc counter: 0%; p53 reactivator: 0%; MBNL1-CUG inh: inconclusive; Rab9 prom act: -14%; BRCA1 expr act: -5%; ELG1 genotoxic: -5%; Gal4-VP16 FLuc: -4%

How did COc1ccc(C(=O)N/N=C2\SCC(=O)N2Cc2ccc3c(c2)OCO3)c(OC)c1 do in these assays?
uPA generation: 8%; NPC1 prom act: -1%; RORg inh: 5%; FLuc counter: 2%; p53 reactivator: -9%; MBNL1-CUG inh: -8%; Rab9 prom act: 1%; BRCA1 expr act: -33%; ELG1 genotoxic: inconclusive; Gal4-VP16 FLuc: inconclusive

Results for CN(CC(=O)Nc1cccc(F)c1)C(=O)c1ccc(C2SCCS2)cc1 ?
uPA generation: -24%; NPC1 prom act: -1%; FLuc counter: 0%; p53 reactivator: -5%; Rab9 prom act: -8%; BRCA1 expr act: -54%; ELG1 genotoxic: -16%

What do the screens show for `CCC(=O)OCCCCCCOc1ccc(C(=O)O)cc1`?
uPA generation: 4%; NPC1 prom act: 0%; RORg inh: 11%; FLuc counter: 4%; p53 reactivator: 5%; MBNL1-CUG inh: -12%; Rab9 prom act: -2%; BRCA1 expr act: 5%; ELG1 genotoxic: 4%; Gal4-VP16 FLuc: 17%

Results for COc1cc(/C=C2/SC(=S)N(c3ccccc3)C2=O)ccc1Oc1nc(N2CCOCC2)nc(N2CCOCC2)n1 ?
uPA generation: -3%; NPC1 prom act: -13%; RORg inh: -4%; FLuc counter: 0%; p53 reactivator: -17%; MBNL1-CUG inh: 2%; Rab9 prom act: -2%; BRCA1 expr act: -9%; ELG1 genotoxic: 0%; Gal4-VP16 FLuc: -17%

How did CN(Cc1cccc(F)c1)C(=O)c1cc(S(=O)(=O)N2CCOCC2)ccc1N1CCCC1 do in these assays?
uPA generation: -6%; NPC1 prom act: -1%; FLuc counter: 1%; p53 reactivator: -4%; Rab9 prom act: -5%; BRCA1 expr act: -24%; ELG1 genotoxic: 1%

What do the screens show for `Cc1ccc(S(=O)(=O)N2CCOCC2)cc1C(=O)OCC(=O)Nc1ccc2[nH]c(=O)[nH]c2c1`?
uPA generation: 5%; NPC1 prom act: -6%; FLuc counter: -3%; p53 reactivator: 5%; Rab9 prom act: -4%; BRCA1 expr act: 4%; ELG1 genotoxic: -1%

How did C/C(=C\c1ccccc1)CN1CCC(C(=O)N2CCC(C)CC2)CC1 do in these assays?
uPA generation: 3%; NPC1 prom act: -4%; RORg inh: -8%; FLuc counter: 0%; p53 reactivator: -3%; MBNL1-CUG inh: inconclusive; Rab9 prom act: -3%; BRCA1 expr act: -5%; ELG1 genotoxic: -1%; Gal4-VP16 FLuc: -6%

Results for O=C(CSc1ccccc1)NC1CCCCCC1 ?
uPA generation: 1%; NPC1 prom act: inconclusive; RORg inh: inconclusive; FLuc counter: inconclusive; p53 reactivator: inconclusive; MBNL1-CUG inh: -10%; Rab9 prom act: inconclusive; BRCA1 expr act: inconclusive; ELG1 genotoxic: inconclusive; Gal4-VP16 FLuc: 15%

Results for O=C(CN1CCOCC1)NCc1cc([N+](=O)[O-])ccc1O ?
uPA generation: 11%; NPC1 prom act: 0%; RORg inh: -1%; FLuc counter: -5%; p53 reactivator: 4%; MBNL1-CUG inh: 24%; Rab9 prom act: 0%; BRCA1 expr act: -7%; ELG1 genotoxic: 1%; Gal4-VP16 FLuc: 3%

How did Cc1c(-c2nc(-c3ccc(C(C)(C)C)cc3)no2)n(C)oc1=O do in these assays?
uPA generation: -2%; NPC1 prom act: inconclusive; RORg inh: -4%; FLuc counter: 11µM*; p53 reactivator: 2%; MBNL1-CUG inh: 10%; Rab9 prom act: inconclusive; BRCA1 expr act: inconclusive; ELG1 genotoxic: inconclusive; Gal4-VP16 FLuc: 4%

How did CN(C)c1ccc(P(=O)(OCc2ccccc2)C(O)c2ccncc2)cc1 (stereo not given) do in these assays?
uPA generation: 2%; NPC1 prom act: -4%; RORg inh: -9%; FLuc counter: 3%; p53 reactivator: -2%; MBNL1-CUG inh: 6%; Rab9 prom act: 3%; BRCA1 expr act: 25%; ELG1 genotoxic: 1%; Gal4-VP16 FLuc: -4%

What do the screens show for `COc1cc2c(cc1OC)CN(Cc1ccccc1)CC2`?
uPA generation: 1%; NPC1 prom act: 0%; RORg inh: -11%; FLuc counter: -4%; p53 reactivator: -7%; MBNL1-CUG inh: -10%; Rab9 prom act: -2%; BRCA1 expr act: 4%; ELG1 genotoxic: 2%; Gal4-VP16 FLuc: -4%

What do the screens show for `CC(=O)c1cccc(NC(=O)CCS(=O)(=O)c2cccc3nsnc23)c1`?
uPA generation: 3%; NPC1 prom act: 6%; RORg inh: inconclusive; FLuc counter: -3%; p53 reactivator: -1%; MBNL1-CUG inh: inconclusive; Rab9 prom act: 1%; BRCA1 expr act: -1%; ELG1 genotoxic: 3%; Gal4-VP16 FLuc: 0%

What do the screens show for `Cn1c(Sc2ccc([N+](=O)[O-])cc2C(F)(F)F)nnc1-c1ccccc1`?
uPA generation: -1%; NPC1 prom act: -5%; RORg inh: 3%; FLuc counter: -3%; p53 reactivator: -2%; MBNL1-CUG inh: inconclusive; Rab9 prom act: 5%; BRCA1 expr act: -40%; ELG1 genotoxic: -5%; Gal4-VP16 FLuc: 0%

What do the screens show for `COC(=O)c1ccc(COc2ccccc2/C=C(\C#N)C(=O)Nc2ccccc2C)cc1`?
uPA generation: -3%; NPC1 prom act: -1%; RORg inh: 2%; FLuc counter: 1%; p53 reactivator: 15%; MBNL1-CUG inh: -3%; Rab9 prom act: -9%; BRCA1 expr act: 1%; ELG1 genotoxic: 16%; Gal4-VP16 FLuc: -3%

How did COc1ccc(CCN2C(=O)CC(N3CCN(C/C=C/c4ccccc4)CC3)C2=O)cc1OC (stereo not given) do in these assays?
uPA generation: -2%; NPC1 prom act: 1%; RORg inh: -5%; FLuc counter: -2%; p53 reactivator: -1%; MBNL1-CUG inh: -5%; Rab9 prom act: -11%; BRCA1 expr act: 0%; ELG1 genotoxic: -11%; Gal4-VP16 FLuc: 1%

What do the screens show for `COc1c(Br)cc(Br)cc1/C=N/n1c(C)nnc1C`?
uPA generation: -9%; NPC1 prom act: 3%; RORg inh: -28%; FLuc counter: 3%; p53 reactivator: 0%; MBNL1-CUG inh: 0%; Rab9 prom act: 0%; BRCA1 expr act: -55%; ELG1 genotoxic: 11%; Gal4-VP16 FLuc: 3%

Bioassay records: PubChem, National Center for Advancing Translational Sciences (NCATS)
